NLRP3 yeast inh – NALP3 inflammasome inhibitors in reconstituted yeast, primary screen, luminescence, uHTS | inhibition, % at 10 µM | AID 2825, 2010 | Yeast reconstituted NLRP3/ASC/caspase-1, beta-gal luminescence, 24 h | 0.39% of 330,000 active;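 active means inhibition of 50% or more; inactive means inhibition below 50%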;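 further: plate controls were induced DMSO wells for no effect and uninduced yeast grown without galactose for full effect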
Mdm2 MdmX PPI – inhibitors of human Mdm2-MdmX association, primary screen, cell-based, luminescence, split luciferase, SaOS-2, uHTS | inhibition, % at 8 µM | 3% of 330,000 active | Protein Mdm4 (Homo sapiens) + E3 ubiquitin-protein ligase Mdm2 (Homo sapiens), … | AID 485346, 2010 | SaOS-2 split-luciferase Mdm2/MdmX complementation;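 active means inhibition of at least 50% at 8 µM in the primary screen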
Target sequence (O15151 whole entry, looked up): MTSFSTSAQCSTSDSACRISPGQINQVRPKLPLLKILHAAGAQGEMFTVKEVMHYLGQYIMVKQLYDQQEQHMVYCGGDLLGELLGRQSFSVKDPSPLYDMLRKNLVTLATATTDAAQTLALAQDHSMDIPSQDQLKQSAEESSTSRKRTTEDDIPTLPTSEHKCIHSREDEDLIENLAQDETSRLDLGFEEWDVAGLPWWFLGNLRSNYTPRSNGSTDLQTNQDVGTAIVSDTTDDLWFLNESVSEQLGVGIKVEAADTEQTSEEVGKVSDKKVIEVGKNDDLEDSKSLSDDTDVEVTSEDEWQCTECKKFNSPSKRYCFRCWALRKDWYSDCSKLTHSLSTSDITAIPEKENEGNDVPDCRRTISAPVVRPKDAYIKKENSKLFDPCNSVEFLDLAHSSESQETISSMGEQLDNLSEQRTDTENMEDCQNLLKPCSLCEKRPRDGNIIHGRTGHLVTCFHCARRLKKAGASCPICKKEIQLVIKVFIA
Target sequence (Q00987 whole entry, looked up): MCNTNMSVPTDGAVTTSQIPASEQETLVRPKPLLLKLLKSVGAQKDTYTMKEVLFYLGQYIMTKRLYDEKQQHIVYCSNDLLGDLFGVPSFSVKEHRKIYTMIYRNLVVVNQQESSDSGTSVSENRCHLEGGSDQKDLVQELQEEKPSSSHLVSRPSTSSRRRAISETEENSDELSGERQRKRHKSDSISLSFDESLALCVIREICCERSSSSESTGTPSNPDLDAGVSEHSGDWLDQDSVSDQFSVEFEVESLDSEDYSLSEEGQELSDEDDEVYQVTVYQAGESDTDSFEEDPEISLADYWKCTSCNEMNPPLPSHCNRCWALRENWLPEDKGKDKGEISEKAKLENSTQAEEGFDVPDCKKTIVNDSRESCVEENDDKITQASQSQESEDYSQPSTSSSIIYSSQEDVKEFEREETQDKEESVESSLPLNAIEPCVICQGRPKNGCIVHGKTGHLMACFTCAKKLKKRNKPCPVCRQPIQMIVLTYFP
CHOP UPR activ – activators of apoptotic CHOP UPR arm, primary screen, cell-based, CHO-CHOP luciferase reporter, luminescence, uHTS; UPR activation; percent of tunicamycin response over DMSO baseline; activation, % at 10 µM; 0.34% of 330,000 active; AID 449763, 2010;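 active means at 10 µM dose, activation of 40% or more, normalized to positive control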;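 further: 100% = tunicamycin at 10 µg/mL and 0% = DMSO alone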
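System: CHO-CHOP luciferase reporter cell line | Buffer or medium: F12 medium containing 10% fetal bovine serum | Doses: One dose, 10 µM in 0.5% DMSO | Times: 6 h compound exposure at 37 °C after overnight seeding | Signal: Luciferase luminescence | Read-out: % activation vs tunicamycin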
UPR XBP1 act – activators of adaptive XBP1 UPR arm, primary screen, cell-based, CHO-XBP1 luciferase reporter, luminescence, uHTS. IRE1-XBP1 UPR activation; percent of tunicamycin response, DMSO as zero. activation, % at 20 µM. 0.33% of 330,000 active. AID 463104, 2010;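 active means versus positive control, 20 µM dose yields 30% or more activation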;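 further: 100% = tunicamycin at 10 µg/mL and 0% = DMSO only wells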
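incubation = overnight seeding at 37 °C, 6 h compound treatment at 37 °C | assay system = CHO-XBP1 cells stably carrying IRE1-XBP1-driven luciferase reporter | input = 1000 cells per well | detection = luciferase luminescence | dosing = single point, 20 µM final compound, 1% DMSO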
APJ agonist – agonists of human apelin receptor APJ, primary screen, CHO-K1 cells, PathHunter beta-arrestin, luminescence. P35414. 0% DMSO wells, 100% apelin. activation, % at 20 µM. 0.11% of 330,000 active. AID 2520, 2010;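 active means activation more than six SD over the plate average, tested at 20 µM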;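 further: 0% = DMSO alone and 100% = apelin-13 at 10 nM; some results filed as inactive read as strong as hits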
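Test system: CHO-K1 APJ beta-arrestin complementation cell line | Compound: Single test compound dose, 20 µM final, 1% DMSO | Incubation: Compound 90 min 25 °C, reagent 1 h | Measured by: beta-gal luminescence | Read-out basis: APJ–arrestin association signal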
tim23-1 inh – growth inhibitors of tim23-1 mutant yeast, primary screen, luminescence, uHTS; 1.3% of 330,000 active; S. cerevisiae tim23-1 growth, BacTiter-Glo luminescence, 24 h; inhibition, % at 20 µM;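 active means growth inhibition of the mutant yeast at or above 50%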;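 further: temperature-sensitive mutant grown at 25 °C; plate controls were DMSO-treated mutant yeast for no effect and medium wells lacking yeast for full effect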
TIM10 inh – growth inhibitors of isogenic TIM10 control yeast, primary screen, counter-screen for tim10-1 yeast inhibitor project, luminescence, uHTS | S. cerevisiae TIM10 strain growth, BacTiter-Glo luminescence, 24 h | inhibition, % at 10 µM | 1.4% of 330,000 active;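 active means inhibition of 40% or more at the single tested concentration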;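 further: wild-type TIM10 isogenic control strain grown at permissive 25 °C; 0% = DMSO yeast wells and 100% = minimal medium wells without yeast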
NR3A LBD binder – binders of NR3A ligand-binding domain, primary screen, biophysical, differential scanning fluorimetry, uHTS | Glutamate receptor ionotropic, NMDA 3A (GRIN3A) ligand-binding domain | AID 1259313, 2017 | Tm shift relative to glycine control, % at 25 µM | NR3A LBD differential scanning fluorimetry, Tm shift; 0% = protein alone, 100% = glycine-bound protein | 2.5% of 340,000 active;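 active means melting temperature shift of at least 10% of the positive control shift, at one fixed dose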
tim10-1 inh – growth inhibitors of tim10-1 mutant yeast, primary screen, luminescence, uHTS. S. cerevisiae tim10-1 ts strain growth, BacTiter-Glo, 24 h. inhibition, % at 20 µM. 2.2% of 330,000 active;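 active means inhibition of at least 40%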;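 further: mutant grown at 25 °C; 0% = DMSO wells with yeast and 100% = wells holding no yeast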
Starred values were filed as active, the others as inactive; x = not tested or not shown; & = joins results of further samples.

SMILES	NLRP3 yeast inh	Mdm2 MdmX PPI	CHOP UPR activ	UPR XBP1 act	APJ agonist	tim23-1 inh	TIM10 inh	NR3A LBD binder	tim10-1 inh
O=c1ccc2cc(S(=O)(=O)N3CCN(c4ccc(Cl)cc4)CC3)ccc2o1	0	25	-2.1	-6	-1	-16	3	-1	-6
O=C(COC(=O)c1cncc(Br)c1)NC12CC3CC(CC(C3)C1)C2	3	17	-0.6	-4	-2	-6	2	x	-13
O=C(N/C(=C\c1ccc([N+](=O)[O-])cc1)C(=O)N1CCCCC1)c1ccccc1	-3	-4	-1.6	-4	0	22	1	-1	28
Cc1ccccc1C(=O)NCC(=O)OC(C)C(=O)Nc1cccc(S(=O)(=O)N2CCOCC2)c1 (stereo not given)	19	9	-1.1	-4	5	8	-3	1	-7
CCN(CC)CCCNC(=O)CCn1nc(-c2ccc(Cl)cc2)ccc1=O	7	-16	2.5	-4	2	14	-7	0	24
COC(=O)c1ccc(OCC2c3cc(OC)c(OC)cc3CCN2C(C)=O)cc1 (stereo not given)	3	-1	-1.6	-1	2	17	3	-4	1
Cc1ccc(O)c(NC(=O)c2cc(-c3ccc(F)cc3)on2)c1	14	17	6.1	2	-4	-7	3	217*	6
O=C(O)CN1C(=O)/C(=C\c2cccc(OCc3ccccc3)c2)SC1=S	28	-14	1.9	-4	1	28	8	8	25
O=C(C[n+]1ccccc1)Nc1c(Cl)cc(Cl)cc1Cl	4	10	-1.2	-3	-2	2	-10	0	-4
O=C(OCc1ccc(Cl)cc1Cl)c1cccnc1Cl	10	21	3.3	-1	-4	6	12	12*	16
CC1Cc2cc(S(=O)(=O)N3CCC(C(=O)Nc4ccccn4)CC3)ccc2N1C(=O)C1CCC1 (stereo not given)	4	14	-1.8	-4	-3	12	-1	0	10
O=c1cc(CSc2ccccn2)nc(N2CCN(c3ccccc3)CC2)[nH]1	5	-8	-2.3	-2	-1	6	-10	-1	4
O=C(N/C(=C/c1ccc(Br)cc1)C(=O)N1CCCC1=O)c1ccco1	7	23	-1.0	-2	-3	21	22	0	28
CC(C)(C)OC(=O)COc1cc(F)ccc1[N+](=O)[O-]	3	-19	-0.6	2	7	18	-6	3	5
Cc1ccnc(SCC(=O)c2cccc([N+](=O)[O-])c2)n1	-5	-9	-0.5	-1	0	19	-7	-1	12
CN(CC(O)CN1CCOCC1)S(=O)(=O)O (stereo not given)	12&2	8&-23	0.8&0.6	-2&-1	-3&-3	7&0	-27&1	-1&2	-16&-5
CCN1C(=O)C(CC(=O)Nc2ccc(OC)cc2)N(CCc2ccccc2)C1=S (stereo not given)	18	-23	-0.6	-1	-1	40	20	-1	25
CCc1cc(=O)oc2cc(OC(=O)c3ccco3)ccc12	2	2	4.8	-2	-2	18	30	476*	34
COc1ccc2nc(C)cc(Nc3ccc(N4CCN(C)CC4)cc3)c2c1	5	99*	1.6	1	-1	-95	-162	-10	-95
N#Cc1c(C(F)(F)F)cc(-c2ccco2)nc1SCc1ccccn1	16	17	3.3	4	-1	17	17	-4	17
O=c1c2ccccc2nc(COc2ccccc2)n1/N=C/c1ccc(O)c(O)c1	17	16	3.1	32*	0	20	28	3	12
COc1cc(OC)cc(C(=O)N(CN2CCCC2=O)c2ccccc2OC)c1	-6	20	0.1	2	-3	7	9	1	13
O=C(C[C@H]1C/C=C/CC[C@@H](Cc2ccc(F)cc2)C(=O)OC[C@H](c2ccccc2)NC1=O)NCCO	22	4	1.0	3	0	1	4	0	8
CCn1cc(C2=NOC(C(=O)O)C2)c(C)n1 (stereo not given)	5	13	-0.7	-2	-2	13	8	1	15
Cc1ccc(NC2=NCCC2)cc1Cl	11	-4	-1.3	1	0	18	-12	0	2
CCOC(=O)c1c(COC(=O)c2ccco2)nc2ccccc2[n+]1[O-]	28	6	1.5	1	-2	11	-10	-4	11
Cc1noc(C)c1CSc1nc2ccccc2c(=O)n1-c1ccccc1	3	67*	4.0	5	-3	52*	13	-6	32
CCOc1ccc(NC(=S)NNC(=O)c2cc(Br)ccc2Cl)cc1	6	14	0.7	-1	-6	2	19	-5	22
COc1cc(OC)c2c(N)c(C#N)c(C(F)(F)C(F)(F)F)nc2c1	0	-15	-0.9	-2	1	1	7	-1	14
COc1ccc(NS(=O)(=O)c2ccc(N3CCOCC3)c(NC(=O)c3ccco3)c2)cc1	-6	-8	0.5	-1	-2	20	2	-2	17
Cc1ccccc1-n1c(-c2ccncc2)n[nH]c1=S	6	-4	2.0	0	-1	4	2	-1	6
COc1cc(/C=C(/NC(=O)c2ccccc2)C(=O)N2CCN(C)CC2)c([N+](=O)[O-])cc1OC	10	-11	-3.1	-2	0	0	-12	-1	3
O=C(CSc1nc2c(c(=O)n1-c1ccc(Cl)cc1)SCC2)Nc1ccc2c(c1)OCCO2	1	28	-0.8	0	-3	25	10	-6	10
O=C(CCNS(=O)(=O)c1ccc(Br)cc1)N1CCCCCCC1	6	21	2.4	-4	-1	21	1	0	25
COc1ccccc1NC(=O)Cc1csc(NC(=S)Nc2ccc(C)cc2)n1	13	25	-2.0	-1	-8	3	-12	10	29
O=C(Nc1cccc2ccccc12)c1ccc([N+](=O)[O-])cc1	47	-5	3.2	-1	1	9	2	-1	12
COc1cccc(-c2csc(NC(C)=O)n2)c1	13	-25	4.2	4	4	21	13	3	16
O=[N+]([O-])c1cccc(/C=N/N=C\c2ccccc2)c1	24	5	3.8	3	-4	-18	0	0	-15
CC(C)(C)NC(=O)C(c1ccco1)N(C(=O)c1ccc(CN2CCOCC2)o1)c1ccccc1 (stereo not given)	6	-37	-0.1	1	-2	8	4	-2	9
COc1ccccc1-n1cnc2cc(C(=O)NC3CCCC3)ccc21	13	-3	1.7	-3	-2	21	10	-1	27
CCOc1ccc(NC(=O)C(C)Oc2ccccc2C(=O)Nc2cccc(Cl)c2Cl)cc1 (stereo not given)	10	19	-1.1	2	-3	10	19	12*	41*
CCCCCn1nnc2c(=O)oc3ccccc3c21	-2	-17	-0.1	-1	-1	28	7	-1	18
O=S(=O)(NC(=S)c1ccccc1)c1ccc(F)cc1	17	9	2.4	-2	-1	3	-11	-1	-6
COc1ccc2cnnc(SCC(=O)Nc3ccc(C(=O)O)cc3)c2c1OC	10	7	-0.8	-2	6	16	2	1	4
CC(=O)COc1ccc2oc(=O)cc(-c3cc4ccccc4o3)c2c1	14	13	1.8	0	-4	24	20	-4	30
CCC(C)NC(=O)C1CCC(=O)N1CCc1ccccc1 (stereo not given)	4	13	2.0	1	-1	0	-4	-1	-2
Nc1ncnc2c1CCC2	-2	-1	-0.6	-6	-1	13	-8	2	10
COC(=O)C1(C)NC(c2ccc(O)cc2)C2C(=O)N(c3ccc(C)cc3)C(=O)C21 (stereo not given)	19	8	-1.6	-4	3	-5	-3	-1	-8
CCCCNC(=S)Nc1ccc2cn[nH]c2c1	27	-9	0.3	-1	8	25	3	21*	-2
CC(=O)Nc1ccc(OC(=O)c2ccc(Cl)cc2)cc1	-5	2	2.6	-1	0	2	-28	-6	3

(cont.)
SMILES	NLRP3 yeast inh	Mdm2 MdmX PPI	CHOP UPR activ	UPR XBP1 act	APJ agonist	tim23-1 inh	TIM10 inh	NR3A LBD binder	tim10-1 inh
CCC(C)Sc1nnc(-c2c[nH]c3ccccc23)n1CCOC (stereo not given)	13	-23	-1.2	0	-5	22	8	-1	17
O=C(CN1CCCCC1)Nc1nnc(-c2ccc([N+](=O)[O-])cc2)s1	34	18	1.2	-6	-2	91*	6	-2	-10
O=C(N/C(=C\c1ccc(-c2ccccc2)o1)C(=O)N1CCOCC1)c1ccccc1	0	-17	-0.2	-2	0	31	24	-2	17
CC1(C)NC(=O)N(CN2C(=O)NC(C)(C)C2=O)C1=O	12	11	0.1	1	1	2	1	-1	-13
COc1ccc(C(=O)NNC(=O)c2cc3cc(OC)ccc3oc2=O)cc1	23	16	2.1	1	-1	1	7	0	-10

In the list so far, eleven contain four or more nitrogen atoms.
SMILES	NLRP3 yeast inh	Mdm2 MdmX PPI	CHOP UPR activ	UPR XBP1 act	APJ agonist	tim23-1 inh	TIM10 inh	NR3A LBD binder	tim10-1 inh
CCN(CC)CCCNC(=O)CCn1nc(-c2ccc(Cl)cc2)ccc1=O	7	-16	2.5	-4	2	14	-7	0	24
CC1Cc2cc(S(=O)(=O)N3CCC(C(=O)Nc4ccccn4)CC3)ccc2N1C(=O)C1CCC1 (stereo not given)	4	14	-1.8	-4	-3	12	-1	0	10
O=c1cc(CSc2ccccn2)nc(N2CCN(c3ccccc3)CC2)[nH]1	5	-8	-2.3	-2	-1	6	-10	-1	4
COc1ccc2nc(C)cc(Nc3ccc(N4CCN(C)CC4)cc3)c2c1	5	99*	1.6	1	-1	-95	-162	-10	-95
Cc1ccccc1-n1c(-c2ccncc2)n[nH]c1=S	6	-4	2.0	0	-1	4	2	-1	6
COc1cc(/C=C(/NC(=O)c2ccccc2)C(=O)N2CCN(C)CC2)c([N+](=O)[O-])cc1OC	10	-11	-3.1	-2	0	0	-12	-1	3
COc1ccccc1NC(=O)Cc1csc(NC(=S)Nc2ccc(C)cc2)n1	13	25	-2.0	-1	-8	3	-12	10	29
CCCCNC(=S)Nc1ccc2cn[nH]c2c1	27	-9	0.3	-1	8	25	3	21*	-2
CCC(C)Sc1nnc(-c2c[nH]c3ccccc23)n1CCOC (stereo not given)	13	-23	-1.2	0	-5	22	8	-1	17
O=C(CN1CCCCC1)Nc1nnc(-c2ccc([N+](=O)[O-])cc2)s1	34	18	1.2	-6	-2	91*	6	-2	-10
CC1(C)NC(=O)N(CN2C(=O)NC(C)(C)C2=O)C1=O	12	11	0.1	1	1	2	1	-1	-13

Look-ups from the results shown.
Value for CCC(C)Sc1nnc(-c2c[nH]c3ccccc23)n1CCOC (stereo not given) in Mdm2 MdmX PPI: -23
Value for CC1(C)NC(=O)N(CN2C(=O)NC(C)(C)C2=O)C1=O in tim23-1 inh: 2

Assay outcomes deposited in PubChem by Sanford-Burnham Center for Chemical Genomics.
